Source: PubChem
PV pol inh – poliovirus RdRp elongation inhibitors, primary screen, biochemical, fluorescence polarization, total intensity | Genome polyprotein (Poliovirus type 1 (strain Mahoney)), P03300 | hit rate 0.66% among 150,000 | poliovirus polymerase elongation; active compounds read low | AID 588519, 2011 | % elongation, % (compound at 16.7 µg/mL); in the data active = % elongation below about 90%; also: some results filed as inactive read as strong as hits
Target sequence (P03300 1749-2209 limits assumed): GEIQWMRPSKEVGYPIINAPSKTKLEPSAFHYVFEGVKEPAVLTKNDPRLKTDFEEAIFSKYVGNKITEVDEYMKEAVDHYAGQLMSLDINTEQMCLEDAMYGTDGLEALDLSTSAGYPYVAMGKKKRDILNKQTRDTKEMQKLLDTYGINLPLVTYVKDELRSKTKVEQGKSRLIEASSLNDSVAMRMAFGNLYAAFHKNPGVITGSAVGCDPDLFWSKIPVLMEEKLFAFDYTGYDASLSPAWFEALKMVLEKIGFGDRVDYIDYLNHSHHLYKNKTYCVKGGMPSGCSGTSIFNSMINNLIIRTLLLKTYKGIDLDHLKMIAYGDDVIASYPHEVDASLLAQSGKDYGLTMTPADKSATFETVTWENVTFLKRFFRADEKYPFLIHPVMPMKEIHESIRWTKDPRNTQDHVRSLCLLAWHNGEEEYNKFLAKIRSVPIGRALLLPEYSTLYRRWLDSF
PV pol inh FP z-score – further read-out of PV pol inh, marked with its call; z-score; measured here: FP z-score; hits read low
Starred values were filed as active, the others as inactive; & = joins results of further samples. This is a subset (hit frequency here may not be typical).

Sample of the layout (6 entries):
canonical_smiles	PV pol inh	PV pol inh FP z-score
COC(=O)CN1C=C(C(=O)OC)C(c2ccc(Cl)cc2)C(C(=O)OC)=C1	104	0.5
c1ccc2[nH]c(CN3CCCCCC3)nc2c1	112	1.2
CCOC(=O)N1CCc2c(sc(NCc3cccc(F)c3)c2C(=O)Nc2ccc(OC)cc2OC)C1	102	-0.3
CCN1C(=O)c2ccccc2S(=O)(=O)c2ccc(C(=O)NCc3ccc(OC)cc3)cc21	102	-0.5
COc1ccc(CN(C(=O)Nc2ccccc2)c2ccccn2)cc1OC	109	0.2
COc1ccccc1NC(=O)C1OCCc2ccccc21 (configuration not stated)	101	0

All compounds of this part, repeating the preview:
canonical_smiles	PV pol inh	PV pol inh FP z-score
COC(=O)CN1C=C(C(=O)OC)C(c2ccc(Cl)cc2)C(C(=O)OC)=C1	104	0.5
c1ccc2[nH]c(CN3CCCCCC3)nc2c1	112	1.2
CCOC(=O)N1CCc2c(sc(NCc3cccc(F)c3)c2C(=O)Nc2ccc(OC)cc2OC)C1	102	-0.3
CCN1C(=O)c2ccccc2S(=O)(=O)c2ccc(C(=O)NCc3ccc(OC)cc3)cc21	102	-0.5
COc1ccc(CN(C(=O)Nc2ccccc2)c2ccccn2)cc1OC	109	0.2
COc1ccccc1NC(=O)C1OCCc2ccccc21 (configuration not stated)	101	0
Cc1nc2[nH]c(=S)[nH]c2cc1Br	102	0
Cc1ccc(C2C=C(c3ccc(Cl)cc3)Nc3nc(NC(=O)c4ccco4)nn32)cc1 (configuration not stated)	104	-0.3

In the list so far, these contain a Cl atom.
canonical_smiles	PV pol inh	PV pol inh FP z-score
COC(=O)CN1C=C(C(=O)OC)C(c2ccc(Cl)cc2)C(C(=O)OC)=C1	104	0.5
Cc1ccc(C2C=C(c3ccc(Cl)cc3)Nc3nc(NC(=O)c4ccco4)nn32)cc1 (configuration not stated)	104	-0.3

Next section:
canonical_smiles	PV pol inh	PV pol inh FP z-score
CCSC1=NC2(CCN(C(=O)NC3CCCCC3)CC2)N=C1c1ccc(OC)cc1	105	-0.7
CCc1sc(C(=O)O)cc1C	101	-0.2
CCCCNc1nc2c(S(=O)(=O)c3ccc(Cl)cc3)nnn2c2ccsc12	108	0.2
CC(C)Cn1c(=O)c2sccc2n2c(CCCC(=O)NCCc3ccc(Cl)cc3)nnc12	108	-0.7
COc1ccccc1CNC(=O)C1CCN(c2nnc(C)c3c(C)n(-c4ccccc4)nc23)CC1	108	0.4
CS(=O)(=O)c1nc2ccccc2n1Cc1ccccc1F	95	-1.5
S=C(NC1CCCCC1)N1CCn2c(nc3ccccc32)C1	98	-0.3
Nc1c(C(=O)C2CC2)oc2ccccc12	103	0.2

Following part:
canonical_smiles	PV pol inh	PV pol inh FP z-score
O=C(Nc1nc2ccccc2s1)C1CCCO1 (configuration not stated)	101	-0.4
CCOc1ccc(Br)cc1S(=O)(=O)Nc1cccc(-c2ccc(OC)nn2)c1	99	-1.6
Nc1nc(N)nc(CN2C(=O)NC(c3ccccc3)(c3ccccc3)C2=O)n1	96	-0.9
Cc1ccc(Cl)cc1NC(=O)C(C)n1nnc2sc3c(c2c1=O)CCCC3 (configuration not stated)	104	-0.5
C(=N\NC1=NCCCCC1)/c1ccc2c(c1)OCO2	99	-0.1
COc1cc(C)c(N)cc1OC	104	0.6
CC(C)CN1CCc2nc(Nc3ccc(F)cc3F)ncc2C1	97	-1.3
CCCCOC(=O)c1ccc(NC(=O)c2cc(-c3cccs3)on2)cc1	102	-1.2

Carrying on.
canonical_smiles	PV pol inh	PV pol inh FP z-score
COc1ccc(N2CC(NC(=O)N3C(C)CCCC3C)CC2=O)cc1 (configuration not stated)	98	-1.6
N#CCSc1cccc2cccnc12	101	-0.2
CC(Sc1ccc2nnc(-c3cccnc3)n2n1)C(=O)O (configuration not stated)	100	-0.5
Cc1ccc(N(CC(=O)Nc2ccc(C)c(Cl)c2)S(=O)(=O)c2cccs2)cc1	89*	-5*
CCCCn1c(=O)c2oc3ccccc3c2n(CC(=O)Nc2cc(C)ccc2C)c1=O	110	0.7
COc1cccc(CCNC(=O)c2c(O)nc3ccccn3c2=O)c1	114	2.7
CC(=O)c1ccc(NC(=O)CN(C)S(=O)(=O)c2cc3c(cc2Cl)NC(=O)CO3)cc1	117	1.9
CCCc1nnc(N)s1	104	1

Further compounds follow:
canonical_smiles	PV pol inh	PV pol inh FP z-score
CN(C(=O)CSc1nc2ccccc2n1CCC#N)c1ccccc1	96	-0.6
Cc1nc(/N=C(\N)NC(=O)NC2CCCCC2)nc2ccccc12	103	0.2
COc1ccc(Cl)cc1NC(=O)Cn1c(=O)n(Cc2ccco2)c(=O)c2cccnc21	103	-0.3
CCC(C(=O)NCc1ccccc1Cl)n1c(=O)c2cccn2c2ccccc21 (configuration not stated)	109	0.4
CC1CCN(C(=O)c2cc3ccccc3o2)CC1	100	-0.5
COCCNC(=O)CCc1nc2cccnc2n1Cc1ccc(OC)cc1	101	-0.4
CCCC(C)C(=O)Nc1nc2ccccc2s1 (configuration not stated)	104	0.9
Cn1[nH]c(Nc2ccccc2Cl)c(N=Nc2ccccc2)c1=O	105	1.1

(next part)
canonical_smiles	PV pol inh	PV pol inh FP z-score
O=C(NCCc1ccc(Cl)cc1)c1ccc2nc(Cc3ccccc3)oc2c1	112	1.1
Cc1ccc(C)c(NC(=O)CN2C(=O)CCc3ccccc32)c1	98	-1.8
C=CCn1c(=O)[nH]c(=O)c2c(N)c(C(=O)c3ccc(OC)cc3)sc21	102	0.5
Cc1c(Cl)c(-c2n[nH]c(=S)n2Cc2ccco2)nn1C	104	0.3
Cc1ccc(S(=O)(=O)Nc2nc3n(n2)C(c2ccc(Cl)cc2)C=C(c2ccccc2)N3)cc1 (configuration not stated)	94	-2.2
CCN(CC(=O)NCc1ccc(F)cc1)C(=O)c1ccc(C)o1	96	-0.5
C/C(=N\NC(=O)c1ccoc1C)c1cccc2ccccc12	103	0.3
O=C(CSC(=O)c1ccccc1)Nc1ccc(C(F)(F)F)cc1	100	-0.5

The results go on:
canonical_smiles	PV pol inh	PV pol inh FP z-score
Cc1ccc2cc(CN(CCO)C(=O)NCc3ccccc3)c(=O)[nH]c2c1	103	0.5
Cc1nc2nc(NCc3ccccc3Cl)[nH]n2c(=O)c1Cc1ccccc1	114	-0.1
COc1cccc(-c2nc(SCC(=O)N3CCCC3)n3[nH]c(=O)cc3n2)c1	99	-0.7
CCC(=O)Nc1ccc(C(=O)N/N=C/c2ccc(C#N)cc2)cc1	101	0.1
Cc1nc2ccccc2n1C1CCN(C(=O)NC2CCCCC2)CC1	99	-0.7
O=C(N/N=C/c1ccco1)C1CN(S(=O)(=O)c2ccccc2)CCN1S(=O)(=O)c1ccccc1 (configuration not stated)	102	0.2
CCCC(=O)N1c2nc(C(C)C)nn2C2(CCCCC2)[C@@H]2CCCC[C@@H]21	103	0
COc1ccc(N2CCN(CC(O)c3ccccc3)CC2)cc1 (configuration not stated)	102	0.2

Next entries:
canonical_smiles	PV pol inh	PV pol inh FP z-score
CCOC(=O)CSc1nc2ccccc2n1C(=O)Oc1ccccc1	111	1.3
Cc1ccc(C(=O)NCC2CCCO2)cc1 (configuration not stated)	102	-0.1
O=C(c1ccccc1F)N(Cc1ccccc1)C1C=CS(=O)(=O)C1 (configuration not stated)	101	-0.2
COc1cccc(N2CCN(C(=O)c3cnc(SC)nc3C)CC2)c1	101	-0.8
CCN(CC)S(=O)(=O)c1ccc(-c2cc(C(=O)OC)sc2C(F)(F)F)cc1	102	-0.3
O=C1/C(=C/c2ccccc2)Oc2c1ccc(O)c2CN1CCCC1	97	-1.4
N/C(=N\C(=O)Nc1ccccc1)N1CCN(Cc2ccccc2)CC1	99	-0.2
CCOC(=O)N1CCN(c2nc(-c3cccnc3)nc3ccccc23)CC1	104	0

(cont.)
canonical_smiles	PV pol inh	PV pol inh FP z-score
O=C(Nc1ccc(OC(F)(F)F)cc1)c1noc2c1CCCC2	105	0.3
Oc1c(C(c2ccccc2)N2CCCC2)sc2nc(-c3ccco3)nn12 (configuration not stated)	97&105	-1.6&0.8
Cc1cccc(NC2CS(=O)(=O)CC2O)c1 (configuration not stated)	104	0.7
CN1C(=O)N(c2nnc(C(C)(C)C)s2)C(=O)C1c1ccccc1 (configuration not stated)	95	-1.7
CCOC(=O)C1CCN(Cn2nc3cc(C)c4ccccc4n3c2=S)CC1	102	0
CN(C)c1cccc(C(=O)OCC(=O)NC2CCCCC2)c1	100	-0.9
Cc1ccc2c(c1)nc(NCCCO)n2C	99	-0.2
CNC(=O)COc1ccc(S(=O)(=O)Nc2ccccc2)cc1	99	-0.1

New compounds follow:
canonical_smiles	PV pol inh	PV pol inh FP z-score
CC1(C)CC(=O)C(=Cc2cn(CCC#N)nc2-c2ccc(F)cc2)C(=O)C1	103	0.7
O=C(CCNS(=O)(=O)c1ccccc1)N1CCCC1	102	0
O=C(Nc1ccc(Cl)cc1C(=O)c1ccccc1)c1ccccc1Br	101	-0.3
CCCCc1ccc(NC(=O)C(C)CC)cc1 (configuration not stated)	99	-0.6
O=C(CSC(=S)N1CCCCC1)N1c2ccccc2CCc2ccccc21	106	1
COc1ccc(C(=O)OCC(=O)N2c3ccccc3CC2C)cc1 (configuration not stated)	101	-0.2
O=C(NCCN1CCOCC1)Nc1c[nH]c2ccccc12	106	0.3
O=C(CN1CCN(c2ccccc2Cl)CC1)N1CCc2ccccc21	103	-0.1

Full records from above. Screens in order: PV pol inh, PV pol inh FP z-score
O=C(CSC(=S)N1CCCCC1)N1c2ccccc2CCc2ccccc21 as listed: 106, 1
CCCCc1ccc(NC(=O)C(C)CC)cc1 (configuration not stated) as listed: 99, -0.6
O=C(NCCN1CCOCC1)Nc1c[nH]c2ccccc12 as listed: 106, 0.3

More records follow.
canonical_smiles	PV pol inh	PV pol inh FP z-score
CCC(C)(C)NC(=O)c1ccc2c(c1)N(CC#N)C(=O)C(C)(C)O2	101	-0.1
Cc1oc(-c2cccs2)nc1CSCC(=O)N1CCC2(CC1)OCCO2	100	-0.5
O=C(NCc1cn2ccsc2n1)c1cccs1	102	-0.5
COc1cc2nc(SCC(=O)Nc3cccc(C)c3)n3nc(-c4ccccc4)nc3c2cc1OC	102	-1.5
O=c1[nH]c(-c2cccc(O)c2)nc2c1Cc1ccccc1O2	105	2
Cc1ccc(C(=O)Sc2ncc(C(F)(F)F)cc2Cl)cc1	93	-2.6
O=C(CCSCCc1ccccn1)Nc1cc(-c2cccc(Cl)c2)no1	100	-0.2
COc1ccc(OC)c(NC(=O)Cn2ncc3c2-c2ccccc2OC3)c1	108	1.4

Next part
canonical_smiles	PV pol inh	PV pol inh FP z-score
COc1ccc(NC(=S)NCCc2c[nH]c3ccccc23)c(OC)c1	102	0
CCOCCc1nn2c(=O)cc(COC(=O)c3ccccc3NC(=O)C3CCCCC3)nc2s1	103	-0.7
O=S1(=O)CC2(N3CCOCC3)CCCCC21 (configuration not stated)	100	-0.3
CC1(C)CC(N2N=C(N)CC2=O)CCO1 (configuration not stated)	103	1.6
CC(=O)Nc1ccc2c(c1)OCO2	103	0.5
O=C(C1CCN(S(=O)(=O)c2ccc3c(c2)OCCO3)CC1)N1CCN(c2nc3ccccc3s2)CC1	101	-0.1
Cc1cc(C)c2c(N)c(C#N)sc2n1	103	0.5
CCc1nn2c(=O)cc(COC(=O)c3cccc(NC(=O)c4cccs4)c3)nc2s1	107	0.2

(listing goes on)
canonical_smiles	PV pol inh	PV pol inh FP z-score
CN(C(=O)NCc1noc2ccccc12)c1ccccc1Cl	101	-0.3
O=C(C[n+]1ccccc1)c1cc2ccccc2oc1=O	103	0.4
O=C(Cc1nc2ccccc2[nH]1)N1CCCC1	99	-0.6
O=C1CCS(=O)(=O)c2ccccc21	99	0
CC1CCCCN1C(=O)Cn1c(=O)n(-c2ccc(Cl)cc2)c(=O)c2c3c(sc21)CCC3 (configuration not stated)	102	-1.2
COCCCNC(=O)c1cc2c(=O)oc3ccc(C)cc3c2s1	105	0.2
CCc1ccccc1N(C)C(=O)c1cc2c(s1)-c1c(C)cccc1OC2	106	0.3
Cc1nnc(NC(=O)CSc2nccn2Cc2ccc(Cl)cc2)s1	112	1

Next part:
canonical_smiles	PV pol inh	PV pol inh FP z-score
CNC(=S)N1CCc2sccc2C1C (configuration not stated)	104	0.2
Cc1ccn2c(Nc3ccc4c(c3)OCO4)c(-c3ccc(Cl)cc3)nc2c1	106	0.4
C=CCN(Cc1nc(-c2ccccc2)no1)S(=O)(=O)c1ccccc1	100	-0.8
CC(=O)OCC(=O)[C@H]1CC[C@H]2[C@@H]3CC[C@H]4C[C@H](O)CC[C@]4(C)[C@H]3C(=O)C[C@]12C	99	-0.6
CCSc1nnc(C2CCCN(CC(=O)Nc3ccc(C)cc3Br)C2)n1C(C)C (configuration not stated)	102	0.2
N#Cc1cc2nc3c(nc2cc1C#N)-c1cccc2cccc-3c12	101	-0.1
COCCn1cnnc1SCC(=O)c1ccc2ccccc2c1	94	-0.8
CCN(CC)c1ccc(NC(=O)c2cc(C)nc3c2c(C)nn3-c2ccc(C)cc2)c(C)c1	103	-1.1

The list continues:
canonical_smiles	PV pol inh	PV pol inh FP z-score
CC1CCC(C(C)C)C(OC(=O)CSc2nnc(-c3ccco3)n2Cc2ccccc2)C1 (configuration not stated)	99	-0.6
CC(C)(CC(=O)O)CC(=O)N1CCN(C2c3ccccc3-c3ccccc32)CC1	104	-0.1
Oc1cccc(/C=N/n2cnnc2SCc2ccc(Cl)cc2)c1O	105	0.3
COC1OC(CO)C(O)CC1O (configuration not stated)	99	-0.1
Cc1ccc(NC2OC(=O)c3ccccc32)cc1 (configuration not stated)	100	-0.2
CC(C)Sc1nnc(NC(=O)CCc2ccccc2)s1	102	0.4
